PP5 inh: blocks human protein phosphatase 5 activity; P53041; purified PP5c, OMFP substrate fluorescence; inhibition, % at 6.7 µM; 0.18% of 320,000 active;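 active = inhibition above the campaign's mean inhibition across all tested compounds plus 3 SD, cut at about 9.5% in these data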;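 also: 0% = DMSO only and 100% = 100 µM cantharidin control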
LYPLA2 inh: counter-screen for PME1 inhibitors: inhibitors of human LYPLA2; 0.38% of 320,000 active; recombinant LYPLA2, FP-Rh probe fluorescence polarization; O95372; inhibition, % at 5.9 µM;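 active = inhibition above the screen-wide mean plus 3 SD, limit set per campaign, cut at about 26% in these data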;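 also: 0% = LYPLA2 with DMSO and 100% = wells lacking LYPLA2 enzyme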
Target sequence (O95372 whole entry, looked up): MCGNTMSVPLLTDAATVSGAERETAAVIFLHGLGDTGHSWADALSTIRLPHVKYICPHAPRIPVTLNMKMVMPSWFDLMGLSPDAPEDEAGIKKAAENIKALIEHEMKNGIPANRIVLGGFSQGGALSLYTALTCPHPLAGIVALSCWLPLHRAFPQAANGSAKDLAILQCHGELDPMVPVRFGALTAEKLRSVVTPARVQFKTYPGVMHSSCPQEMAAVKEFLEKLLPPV
Fh CTSL1 inh: blocks F. hepatica cathepsin L1 in PFM18AAP counter-screen; recombinant F. hepatica cathepsin L1, Z-Leu-Arg-MCA fluorescence; inhibition, % at 5.96 µM; 0.49% of 300,000 active; AID 1906;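 active = inhibition above the mean of all tested compounds plus 3 SD, set per screening campaign, cut at about 17% in these data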;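 also: 0% = plate median of test compound wells and 100% = 1 µM Z-Phe-Ala-diazomethylketone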
JMJD2C inh: inhibitors of human GASC-1 (JMJD2C) demethylase. Q9H3R0. GST-JMJD2C(1-420) H3K9me3 demethylation, DELFIA europium. inhibition, % at 2.35 µM. 0.069% of 330,000 active;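 active = more than half of a compound's replicate wells show inhibition beyond 50%, single wells judged on their own value; inconclusive = some, but no more than half, of replicates pass 50% inhibition; inactive = no replicate passes 50% inhibition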;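 also: signal counts dimethyl H3K9 product captured on neutravidin plate; 0% = median of DMSO wells and 100% = 0.3 times that DMSO median; strong numbers were not always called active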
Target sequence (Q9H3R0 1-420 limits assumed): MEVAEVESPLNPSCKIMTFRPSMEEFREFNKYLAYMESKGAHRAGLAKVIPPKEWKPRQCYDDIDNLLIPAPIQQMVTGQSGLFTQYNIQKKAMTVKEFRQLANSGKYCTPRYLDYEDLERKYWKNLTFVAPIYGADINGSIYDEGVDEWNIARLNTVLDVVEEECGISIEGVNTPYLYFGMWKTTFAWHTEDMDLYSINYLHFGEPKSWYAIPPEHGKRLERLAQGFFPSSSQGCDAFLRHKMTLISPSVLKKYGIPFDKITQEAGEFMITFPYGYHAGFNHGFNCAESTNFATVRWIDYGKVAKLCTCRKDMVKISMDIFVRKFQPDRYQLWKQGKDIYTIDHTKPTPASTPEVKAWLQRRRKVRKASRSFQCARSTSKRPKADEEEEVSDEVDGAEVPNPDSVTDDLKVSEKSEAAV
PREPL inh: inhibits the human prolyl oligopeptidase-like enzyme; Q4J6C6; recombinant PREPL, fluorescence polarization activity-based probe; inhibition, % at 5.96 µM; 0.68% of 320,000 active; AID 2751; in the data active = inhibition above about 43%;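 also: 0% = enzyme with DMSO and 100% = wells lacking enzyme; many of its hits are not listed in these tables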
HCV core dimer: HCV core protein dimerization inhibition; TR-FRET GST/Flag-core106 dimerization, 1536-well; inhibition, % at 5 µM; 0.33% of 300,000 active; AID 1899;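 active = inhibition above the mean of all tested compounds plus 3 SD, set per screening campaign, cut at about 45% in these data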
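Material: GST/Flag-tagged HCV core106 proteins. Incubation: 4 h, 22.5 °C incubation. Read-out basis: inhibition (%) from 671 over 617 nm ratio. Measured by: TR-FRET, excitation 340 nm, emission 617 and 671 nm.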
Efflux pump mplx: antifungal efflux pump inhibition, Nile Red retention. S. cerevisiae Candida pump triplex. inhibition, % at 10 µM. 0.44% of 330,000 active;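 active = plate passing quality check with inhibition over a set limit, or well fluorescence over plate mean plus 4 SD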;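 also: Nile Red retained in pooled yeast measured as flow cytometry median fluorescence; 0% = buffer negative control and 100% = Enniatin B positive control; higher means more Nile Red kept so more efflux inhibition; some compounds called inactive have numbers as strong as hits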
TPT1 inhibitor: blocks Candida albicans tRNA 2'-phosphotransferase; recombinant caTPT1, FP RNA substrate dephosphorylation; 0.81% of 300,000 active; inhibition, % at 5 µM;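 active = inhibition above the mean of all tested compounds plus 3 SD, set per screening campaign, cut at about 24% in these data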;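 also: plate controls were DMSO alone for no effect and ferristatin control at 100 nM for full effect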
PP1 inh: blocks human PP1-alpha phosphatase, a PP5 counter-screen; 0.9% of 320,000 active; inhibition, % at 6.7 µM; P62136; purified PP1alpha, OMFP fluorescence;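 active = inhibition above the mean inhibition of all tested compounds plus 3 SD, computed separately for each screening campaign, cut at about 15% in these data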
Target sequence (P62136 whole entry, looked up): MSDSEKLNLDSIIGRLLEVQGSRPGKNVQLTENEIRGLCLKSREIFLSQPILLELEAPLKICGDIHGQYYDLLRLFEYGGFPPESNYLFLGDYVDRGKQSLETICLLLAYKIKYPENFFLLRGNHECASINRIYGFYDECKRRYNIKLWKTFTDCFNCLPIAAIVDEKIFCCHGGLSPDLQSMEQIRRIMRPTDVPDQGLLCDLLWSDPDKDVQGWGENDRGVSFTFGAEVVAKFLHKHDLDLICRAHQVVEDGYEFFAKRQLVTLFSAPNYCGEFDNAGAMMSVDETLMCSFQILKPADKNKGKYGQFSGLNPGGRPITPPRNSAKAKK
Numbers without * were called inactive; u = inconclusive; x = not tested or not shown; & = joins results of further samples.

SMILES	PP5 inh	LYPLA2 inh	Fh CTSL1 inh	JMJD2C inh	PREPL inh	HCV core dimer	Efflux pump mplx	TPT1 inhibitor	PP1 inh
Clc1ccc(C(c2ccccc2)N2CCNCC2)cc1 (stereo not given)	-0.3	-5	-3	5	8	-3	0.1	1	-3
Cc1ccc(CN2C(=O)CCC2C(=O)NCCN(CC(C)C)CC(C)C)cc1 (stereo not given)	2.7	-7	2	-3	-1	-5	0.6	-1	1
Cc1cccc(N(C)S(=O)(=O)c2cccc3nsnc23)c1	-0.3	-6	-1	2	0	3	-0.1	-6	1
O=C(Nc1cccc(F)c1)c1ccc(S(=O)(=O)N2CCCCC2)cc1	2.6	-9	-2	0	-2	9	-0.1	2	0
COc1ccc(CC(=O)Nc2ccc(S(=O)(=O)N3CCOCC3)cc2)cc1	0.6	6	x	12	-1	x	0.3	x	-1
Cc1sc2nc(CN3CCOCC3)nc(NS(=O)(=O)c3cc(Cl)ccc3Cl)c2c1C	0.5	0	x	56*	-1	x	0.2	x	-4
COc1cc(C2Nc3cc(Cl)c(S(N)(=O)=O)cc3S(=O)(=O)N2)ccc1OCc1ccccc1 (stereo not given)	-0.1	6	0	5	0	8	-0.1	1	-4
COCCN(C(=O)COC(=O)CCc1ccc(OC)cc1)c1c(N)n(Cc2ccccc2)c(=O)[nH]c1=O	-0.4	-1	-2	0	3	-4	-0.1	-1	-2
CCn1c(=S)[nH]c2sc3c(c2c1=O)CCCC3	2.9	-5	3	2	-11	-7	0.0	5	0
COc1ccc(NC(=O)COc2ccccc2)c(OC)c1	1.4	2	-3	-15	-4	0	-0.1	-2	-3

The list goes on, overlapping the part above by 2 compounds.
SMILES	PP5 inh	LYPLA2 inh	Fh CTSL1 inh	JMJD2C inh	PREPL inh	HCV core dimer	Efflux pump mplx	TPT1 inhibitor	PP1 inh
CCn1c(=S)[nH]c2sc3c(c2c1=O)CCCC3	2.9	-5	3	2	-11	-7	0.0	5	0
COc1ccc(NC(=O)COc2ccccc2)c(OC)c1	1.4	2	-3	-15	-4	0	-0.1	-2	-3
NCCNCCNCCN	0.4	7	5	-7	22	-2	0.2	1	-1
O=C(N1CCN(CCO)CC1)N1c2ccccc2C=Cc2ccccc21	1.4	-4	1	8	18	-6	-0.1	0	-2
CCOC(=O)c1cc2sccc2n1CC(=O)N1CCCc2ccccc21	0.9	-1	3	-8	1	1	-0.1	-3	0
N=C1C(=O)OCC1c1ccccc1NC(=O)CN1CCOCC1 (stereo not given)	-1.3	5	1	17	-13	-10	0.4	4	-2
Cc1ccc(Sc2ncccc2O)cc1	-2.6	1	2	0	-4	-2	0.1	0	-2
Cn1cccc1C1NC(=O)c2c(sc3c2CCC(C(C)(C)C)C3)N1 (stereo not given)	1.9	9	1	-2	5	15	0.5	4	10
Cc1ccc(/C=C/C2=NN(Cc3ccccc3)C(=O)CC2)cc1	3.0	1	5	10	-36	8	0.0	-7	4
CC(C)Oc1ccc(S(=O)(=O)N2CCOCC2)cc1NC(=O)C1CCCCC1	1.4	1	x	-10	23	x	0.4	x	-2
CN(C)CC(=O)Nc1nc(-c2ccccc2)cs1	4.8	6	-3	2	-1	-4	0.1	4	-1
O=C(CS(=O)(=O)c1ccccc1)Nc1ccc(S(=O)(=O)Nc2ncccn2)cc1	0.6	1	-1	-13	2	2	0.2	-6	-3
Cc1ccc(Cl)cc1NS(=O)(=O)c1cc2[nH]c(=O)c(=O)[nH]c2cc1C	0.3	6	2	4	4	0	-0.1	1	-4
O=Cc1ccc(OC(=O)Cc2ccc(F)cc2)cc1	-0.3	-3	-3	-12	-8	-3	-0.1	-3	1
COc1ccc(OCc2nnc(NC(=O)Nc3ccccc3F)s2)cc1	-1.2	-9	0	10	-4	3	0.2	-3	11
CC(Oc1ccc(S(=O)(=O)N2CCCC2)cc1[N+](=O)[O-])C(=O)NC(C)c1ccccc1 (stereo not given)	-1.2	3	8	-13	1	3	0.0	0	-5
c1ccc(CCCN2CCN(c3ccccc3)CC2)cc1	3.6	5	-3	9	-4	3	0.1	1	0
COc1ccc(-c2ccc3c(c2)S(=O)(=O)c2cccc(C(=O)NC[C@@H]4CCCO4)c2C3=O)cc1OC	2.0	1	x	x	15	x	0.2	x	-1
COc1ccc(C(OCC(O)CNCCc2ccc(S(N)(=O)=O)cc2)c2ccc(OC)cc2)cc1 (stereo not given)	-7.5	-6	3	10	24	-22	0.5	1	-1
CCN(CC)CCCn1c(C)cc2c(c1=O)C(c1ccc(OC)c(OC)c1OC)C(C#N)=C(N)O2 (stereo not given)	-3.4	4	1	19	8	-3	-0.3	0	-2
COC(=O)/C=C1\S/C(=N/N=C/c2ccccc2)NC1=O	0.5	3	6	-2	6	0	-0.8	-2	1
Cc1cc(C)n2nc(C(=O)OCC(=O)N3CCC3)nc2n1	0.9	0	0	-3	-1	-3	0.0	-1	6
COc1ccc(C2C(C(=O)c3sc(C)nc3C)=C(O)C(=O)N2CCN(C)C)cc1OC (stereo not given)	3.1	-2	-2	-1&8	1	2	0.0	-1	-2
CN(CCNC(=O)C1CC(=O)N(c2ccc(F)c(Cl)c2)C1)Cc1ccccc1 (stereo not given)	2.6	3	0	1	-4	-2	-0.2	-5	-2
CCOc1cc(S(=O)(=O)n2c(C)nc3ccccc32)ccc1F	0.4	3	0	-8	18	-2	-0.3	-3	-3
O=C(CN1CCN(c2ccc(F)cc2)CC1)Nc1cc(C(F)(F)F)ccc1Cl	3.1	3	3	2	5	3	-0.1	-1	-1
Cc1ccccc1C(=O)Nc1cccc(NC(=S)NC(=O)c2cccs2)c1	0.5	-28	0	2	-7	5	0.3	3	-1
Cc1ccc(S(=O)(=O)N2[C@@H](c3ccc(F)cc3)C(C(=O)O)=CC[C@H]2c2ccc3c(c2)OCO3)cc1	0.2	1	2	1	5	1	-0.2	-5	4
NS(=O)(=O)c1ccc(NC(=S)N2CCC(O)CC2)cc1	-3.4	4	-1	9	-3	-3	-0.1	-3	-2
Oc1cccc(C(O)CNCc2ccc(-c3ccccc3)cc2)c1 (stereo not given)	2.9	2	0	-3	23	-4	-0.1	-1	1
O=C(CN1C(=O)COc2ccccc2C1=O)c1ccc2c(c1)OCCO2	3.0	9	-3	-6	-2	13	0.1	-4	-2
CCOC(=O)C1(Cc2ccccc2)CCCN(C2CCN(C(C)=O)CC2)C1 (stereo not given)	2.2	4	-5	-1	4	-2	-0.1	12	-5
CC1CCN(CC(=O)NCCc2ccc(F)cc2)CC1	-2.0	-1	2	8	6	1	0.0	-4	-4
C/C=C/Cn1c(N2CCCCCC2)nc2c1c(=O)[nH]c(=O)n2C	1.4	-2	3	-2	15	-3	-0.1	-1	4
COc1ccc(C2CC(c3ccccc3)=NN2C(=O)c2ccc(Cl)c([N+](=O)[O-])c2)cc1 (stereo not given)	0.2	-5	2	-5	4	5	0.0	4	12
C=CCOCCN(C)C1=NS(=O)(=O)c2ccccc21	3.3	-8	8	1	0	-3	0.2	2	-1
Cc1cccc(NC(=O)c2cccc(N3C(=O)C4C5CCC(C5)C4C3=O)c2)c1C (stereo not given)	0.5	3	-7	3	-3	0	-0.2	-1	-1
CC(C)Sc1nc2ncnc(N)c2[nH]1	1.4	-6	1	-21	-2	-2	0.1	0	-2
Cc1ccc(C(=O)Nc2cccc(C(=O)O)c2)cc1	2.1	-1	2	15	5	1	0.1	2	-3
O=C(Nc1ccc(N2CCN(C(=O)c3ccco3)CC2)c(Cl)c1)c1c(F)c(F)c(F)c(F)c1F	5.9	62*	3	7	9	15	0.1	-8	6
O=C(Cn1c(=O)[nH]c2ccsc2c1=O)NC1CCCCC1	-0.3	5	4	-2	2	1	-0.1	-3	-2
COc1ccc(N2C(=O)C3CCCN3C2c2ccc(C)o2)cc1Cl (stereo not given)	-1.6	-8	-1	10	2	18	-0.1	5	-4
CC1CCCC(NC(=O)c2cccc(S(=O)(=O)N3CCN(c4ccccc4)CC3)c2)C1C (stereo not given)	1.2	-1	-1	u	9	13	0.2	2	-5
CCOC(=O)CCc1c(C)c2ccc(OCC)c(C)c2oc1=O	-1.6	-7	1	4	7	3	-0.3	-1	-2
O=C(NNS(=O)(=O)c1ccc(Cl)cc1)c1cnn(-c2ccccc2)c1-n1cccc1	0.2	3	1	2	-4	6	0.1	-5	-2
O=C(Cc1ccccc1)N1CCNCC1	2.3	0	-1	13	13	2	0.2	-3	-2
C=CCN(CC=C)CCOc1ccccc1[N+](=O)[O-]	0.1	-1	1	-2	1	7	0.0	5	0
O=[N+]([O-])c1cc([N+](=O)[O-])c(Oc2cc(Cl)cc(Cl)c2)cc1NN1CCCCC1	-2.5	-2	3	x	-4	9	-0.1	-1	-4
O=C(NCC(c1ccco1)N1CCc2ccccc2C1)c1c(F)cccc1F (stereo not given)	-1.6	3	3	22	14	-3	-0.1	-4	-6
CCCNC(=O)C1CCN(S(=O)(=O)c2cccs2)CC1	-2.8	0	2	-6	2	1	0.1	-2	-5
CC(=O)c1ccc(OCCCC(=O)OCc2nnc(-c3ccc(Cl)cc3)o2)cc1	-0.5	1	-7	-2	-13	3	0.0	0	3
N#CC1CN(Cc2ccccc2)CN(Cc2ccccc2)C1	-2.2	4	-1	2	-1	6	0.0	4	-5
Next part
SMILES	PP5 inh	LYPLA2 inh	Fh CTSL1 inh	JMJD2C inh	PREPL inh	HCV core dimer	Efflux pump mplx	TPT1 inhibitor	PP1 inh
Cc1cccc(NC(=O)c2nc[nH]c2C(=O)N[C@@H](Cc2ccccc2)C(=O)OC(C)(C)C)c1	4.5	-58	3	9	-2	-6	0.3	-2	4
Cc1cc(NC(=O)CSc2nc(CCC3CCCC3)nc3ccccc23)no1	3.6	2	2	13	-10	11	0.1	-1	13
CCc1ccc(NC(=O)CCC(=O)Nc2nnc(C(F)(F)F)s2)cc1	0.1	2	1	-1	2	-4	-0.1	-4	-1
O=C(CSc1nnc(NC(=O)c2c(F)cccc2F)s1)NC1CCCCC1	0.9	4	1	10	-4	-1	-0.2	0	-1
Cc1nc(NCCO)c2nnn(Cc3ccccc3F)c2n1	-0.6	-3	4	-2	6	-5	-0.1	-7	0
Cc1cc(C)cc(NC(=O)COC(=O)[C@@H](NC(=O)c2ccco2)C(C)C)c1	3.1	-7	-33	113	-2	13	0.0	-1	-4
Cc1ccccc1NS(=O)(=O)c1ccc(C(=O)NCC(C)(C)N2CCOCC2)cc1	-1.7	0	0	-5	4	-3	-0.2	-4	-1
CCc1ccc(Nc2oc(C)cc(=O)c2C(C)=O)cc1	1.4	-5	2	-5	4	-3	0.0	1	0
CCOc1ccc(C2NC(=O)C(C#N)=C(S)N2c2ccc(C)cc2)cc1OC (stereo not given)	3.1	-2	6	3	-10	6	0.1	1	5
CCN1CCN(C(CNS(=O)(=O)c2ccc(Cl)cc2)c2cccnc2)CC1 (stereo not given)	1.4	-3	-4	1	0	3	0.0	-4	2
COc1ccc(C(=O)N2CCCC(Nc3ccc(F)cc3)C2)cc1F (stereo not given)	3.8	7	-3	9	15	-3	0.1	1	-3
O=C(COC(=O)CCSc1ccccc1Cl)NCc1ccco1	0.4	-2	-60	-8	11	-1	0.1	3	0
CCOC(=O)N1CCN(C(=O)C2CCCCC2)CC1	0.3	-8	1	-13	-1	-6	0.0	-5	-2
COc1ccc(N2CCN(C(=O)c3ccc(NS(=O)(=O)c4ccccc4)cc3)CC2)cc1	4.1	37*	-2	3	5	10	0.2	-5	1

Bioassay records from PubChem.

The list is partial; rates above refer to the full screens.
